Screening data: PubChem BioAssay, several laboratories
OXTR potentiator – human OXTR potentiators, primary screen, fluorescence, CHO-OTR cells, Fluo-8 calcium; Oxytocin receptor (Homo sapiens), P30559; Fluo-8 calcium fluorescence, potentiator mode; 0% = oxytocin EC15, 100% = EC100; activation, % at 3 µM; 320,000 compounds, 0.061% hits;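 active = activation above that plate's cutoff, the mean activation of tested compounds plus 3 SD, cut at about 6.6% in these data, passing the limit was not always enough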;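 also: 100% uses oxytocin at 75 nM as the full agonist control; some results filed as inactive read as strong as hits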
Target sequence (P30559 whole entry, looked up): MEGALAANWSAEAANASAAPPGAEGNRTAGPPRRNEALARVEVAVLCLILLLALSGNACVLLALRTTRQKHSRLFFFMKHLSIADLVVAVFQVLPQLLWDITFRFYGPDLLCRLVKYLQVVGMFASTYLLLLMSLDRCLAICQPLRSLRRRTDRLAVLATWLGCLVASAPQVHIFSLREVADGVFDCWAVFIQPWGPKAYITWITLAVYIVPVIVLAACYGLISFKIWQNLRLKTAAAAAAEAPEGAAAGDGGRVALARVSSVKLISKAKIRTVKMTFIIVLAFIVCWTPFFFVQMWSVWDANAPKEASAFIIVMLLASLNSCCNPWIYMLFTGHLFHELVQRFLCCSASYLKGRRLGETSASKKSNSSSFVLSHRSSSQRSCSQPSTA
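Material: human OTR in CHO cells. Compound: 3.0 µM, one dose. Timing: compound 6 min at room temperature before oxytocin, 100 s read. Evaluation: % activation of max/min ratio relative to oxytocin controls. Replication: single well per compound, singlicate. Signal: Fluo-8 calcium dye fluorescence.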
V1aR counter – agonists of human V1a receptor, primary screen, counter-screen for OXTR agonist project, fluorescence, CHO-V1R cells; Fluo-8 calcium fluorescence, agonist mode; 0% DMSO, 100% 3 nM vasopressin; activation, % at 3 µM; 320,000 compounds, 0.25% hits;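 active = activation above the mean activation of all tested compounds plus 3 SD, per screening run, cut at about 20% in these data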;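 also: signal is peak over basal fluorescence ratio across a 100 second FLIPR read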
Target sequence (P37288 whole entry, looked up): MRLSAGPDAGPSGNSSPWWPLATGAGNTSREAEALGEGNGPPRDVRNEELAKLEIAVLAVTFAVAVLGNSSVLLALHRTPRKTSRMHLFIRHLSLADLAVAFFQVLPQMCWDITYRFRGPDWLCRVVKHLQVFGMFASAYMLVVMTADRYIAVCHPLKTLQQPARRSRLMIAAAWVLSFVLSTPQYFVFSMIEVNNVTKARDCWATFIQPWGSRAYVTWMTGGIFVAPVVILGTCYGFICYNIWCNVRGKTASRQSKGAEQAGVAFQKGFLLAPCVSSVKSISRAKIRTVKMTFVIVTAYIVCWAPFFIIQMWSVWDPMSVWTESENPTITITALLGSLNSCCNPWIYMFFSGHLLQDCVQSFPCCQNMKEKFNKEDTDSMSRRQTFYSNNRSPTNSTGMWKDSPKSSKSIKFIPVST
GPR7 antag – GPR7 receptor antagonists, primary screen, cell-based, fluorescence, single concentration; Neuropeptides B/W receptor type 1 (Homo sapiens), P48145; GPR7-expressing cells, fluorescence antagonist assay; inhibition, % at 4.4 µM; 290,000 compounds, 1.1% hits; in the data active = inhibition above about 16%, passing the limit was not always enough;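 also: cells stimulated with the agonist NPW; 0% = agonist with vehicle and 100% = vehicle without agonist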
MEKK2mut PB1 HTS – MEK5 binding signal on mutant MEKK2 PB1, primary screen, biochemical, multiplex bead flow cytometry, Alexa488-MEK5; Alexa488-MEK5 binding to MEKK2 mutant; percent response, % at 10 µM; 290,000 compounds, 0.35% hits; in the data active = percent response above about 24%, passing the limit was not always enough; also: inactives centre near 1; some results filed as inactive read as strong as hits
NALP1 yeast inh – NALP1 inflammasome inhibitors in reconstituted yeast, colorimetric, S. cerevisiae, triplicate retest; S. cerevisiae NALP1/ASC/caspase-1 growth, X-gal OD620, 72 h; 280,000 compounds, 0.61% hits; inhibition, % at 10 µM; AID 2071, 2009; in the data active = inhibition mostly above about 24%, no sharp cut-off; inactive = mostly below about 32%; also: some compounds called inactive have numbers as strong as hits
OXTR agonist – human OXTR agonists, primary screen, fluorescence, CHO-OTR cells, Fluo-8 calcium; Oxytocin receptor (Homo sapiens), P30559; Fluo-8 calcium fluorescence; normalized: DMSO 0%, oxytocin 100%; activation, % at 3 µM; 320,000 compounds, 0.32% hits;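 active = activation above the mean of all tested compounds plus 3 SD, cutoff set per screening run, cut at about 20% in these data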;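 also: peak over basal fluorescence ratio from a 100 s FLIPR kinetic read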
M18AAP inhibitor – PfM18AAP inhibitors, malaria aminopeptidase, primary screen, biochemical, QFRET, recombinant enzyme | H-Glu-NHMec fluorogenic cleavage | inhibition, % at 7.35 µM | 290,000 compounds, 1.2% hits;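 active = inhibition above the campaign mean inhibition over all tested compounds plus 3 SD, cut at about 28% in these data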;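 also: 0% = plate median of test compound wells and 100% = 2 mM ZnCl2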
MEKK2 WT-MEK5 – modulators of MEK5 binding to wildtype MEKK2, primary screen, biochemical, multiplex bead flow cytometry, Alexa488-MEK5; Mitogen-activated protein kinase kinase kinase 2 (Homo sapiens), Q9Y2U5; 290,000 compounds, 1.1% hits; Alexa488-MEK5 binding to MEKK2 WT; actives lie on both sides; AID 1531, 2009; binding response (% of control), % at 10 µM; in the data active = binding response below about 67% or above about 130%
GalR3 antag – GalR3 antagonists in HEK293 cells, primary screen, cell-based, fluorescence readout | HEK293 GalR3-CNG cAMP membrane potential fluorescence; galR3 body fused to GalR1 C-terminus | inhibition, % at 3 µM | Galanin receptor type 3 (Homo sapiens), O60755 | 360,000 compounds, 0.44% hits;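 active = inhibition above the screen-wide average plus 3 SD, cut at about 13% in these data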;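 also: forskolin and galanin both at EC90 stimulate the cells; cAMP rise reported by CNG channel membrane potential dye signal; 0% = forskolin plus galanin with DMSO and 100% = forskolin alone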
An asterisk follows results filed as active; . = no result given; [ ] = another dose, or the depositor's remark.

SMILES	OXTR potentiator	V1aR counter	GPR7 antag	MEKK2mut PB1 HTS	NALP1 yeast inh	OXTR agonist	M18AAP inhibitor	MEKK2 WT-MEK5	GalR3 antag
O=C(Nc1nnc(SCCN2CCOCC2)s1)C1CC(=O)N(c2ccccc2)C1 (stereo unspecified)	-5.6	0.7	-7.8	5.0	3.2	-0.5	1.9	103.0	-2.3
Nc1ccc(N2CCCCC2)c(Cl)c1	-11.2	0.5	-6.0	-2.0	-0.4	-1.0	3.3	98.0	3.9
Cc1nn(C(C)(C)C)c(N)c1-c1ccccc1	-1.5	-0.2	5.4	-1.0	25.9	-0.5	-4.2	93.0	-2.0
CC(NC(=O)/C=C/c1cnc2ccccc2n1)C12CC3CC(CC(C3)C1)C2 (stereo unspecified)	-7.8	-0.8	-0.1	0.0	.	-1.9	-0.7	102.0	-4.8
COC(=O)c1c(C)[nH]c(C=Nc2ccc(OC)cc2)c1C	-5.6	-0.2	-10.6	-2.0	2.3	0.7	4.3	106.0	-5.1
COc1ccc(CC2C(=O)OC(C)(C)OC2=O)cc1	-10.2	-1.0	-11.4	2.0	21.0	-0.3	-0.5	102.0	-1.3
COc1cc(C(=O)NNC(=S)NC(=O)c2ccccc2C)cc(OC)c1OC	-5.1	29.4*	-1.5	3.0	-10.8	9.3	6.5	103.0	-1.8
Cc1nn(C)c(C)c1NC(=O)CSc1nnc(C)n1-c1ccccc1	6.4	1.1	-11.7	-5.0	12.6	0.8	-2.8	96.0	-6.2
CCC(C)n1[nH]c(=O)cc1N (stereo unspecified)	-1.6	-0.3	-1.8	1.0	-0.4	-0.4	13.9	104.0	-1.8
Cc1ccc(C)c(C(=O)CSc2nnnn2C(C)C)c1	-10.2	-1.6	-9.1	-1.0	33.7	-2.3	-5.9	100.0	-3.1
CC(=O)Nc1ccc(S(=O)(=O)NNC(=O)NC23CC4CC(CC(C4)C2)C3)cc1	-4.0	0.4	4.2	-1.0	6.8	-0.1	15.9	97.0	-1.8
O=C(COC(=O)c1ccccc1NC(=O)c1ccco1)NC1CC1	-7.8	0.2	-23.3	4.0	20.2	-1.1	7.7	110.0	-3.1
COc1cccc(C2=Nc3cccc4cccc(c34)N2)c1	3.3	-1.0	-9.7	11.0	38.8	-0.6	5.2	113.0	3.2
O=C(O)C(Cc1ccccc1)n1cnnn1 (stereo unspecified)	-11.8	-0.1	-8.3	.	-2.2	1.6	-9.6	.	-6.4
CCN1CCN(c2ccc(NC(=O)c3ccc(Br)o3)cc2)CC1	.	.	-6.3	1.0	14.6	.	-0.3	105.0	8.4
COc1ccccc1OCCC(=O)OCC(=O)Nc1ccc(S(=O)(=O)N2CCOCC2)cc1	-10.4	-1.0	-5.2	-3.0	12.0	-0.1	-9.7	99.0	-3.3
CC(C)c1nc(CN2CCCCC2)cc(=O)[nH]1	-4.4	0.8	-13.9	-4.0	-1.8	1.2	4.5	99.0	5.1
CCn1c(=O)cc(N2CCC3(CC2)OCCO3)[nH]c1=O	-4.3	0.6	2.2	11.0	.	0.4	-0.5	114.0	.
CS(=O)(=O)N(CCCC(=O)N1CCCCCC1)c1cccc(Cl)c1	-22.0	1.2	-12.7	37.0*	3.8	-1.0	-0.1	122.0	-5.6
OCC[C@@H]1C[C@H](O)[C@@H](O)[C@]2(Cc3ccccc3CCO2)O1	2.5	-0.2	-1.4	-10.0	25.2	0.1	4.6	90.0	-3.0
CCCCOc1nc(N)nc(-c2ccccc2)n1	-10.7	-0.9	-0.3	-4.0	36.0	-1.9	3.4	96.0	-4.3
CC1(OC(=O)CCc2ccccc2)C(=O)C=C2C=C3CCCN3C=C2C1=O (stereo unspecified)	-2.7	0.2	.	2.0	.	-0.4	.	88.0	-6.1
CCOC(=O)c1cccc(N2C(=O)c3ccccc3S2(=O)=O)c1	0.3	0.0	-12.5	.	0.6	0.8	-10.1	.	-5.6
COc1ccc(NC(=O)CS(=O)CC(=O)N2CCN(C3CCCC3)CC2)cc1 (stereo unspecified)	7.1	-0.4	-13.6	2.0	26.7	0.5	-2.9	101.0	-8.8
O=C(COC(=O)C1CC2CCCC(C1)C2=O)Nc1cccc(F)c1 (stereo unspecified)	-8.7	1.7	.	.	.	1.3	.	.	-8.8
O=C(OCC(=O)N1CCCC1)c1c2c(nc3ccccc13)CCCCC2	-2.4	-1.1	-12.7	-1.0	-0.4	-0.8	-2.8	103.0	10.6
CCn1c(=S)sc2c(=O)n(CC(=O)Nc3ccc(C(C)=O)cc3)c(C)nc21	-17.5	0.3	-0.7	1.0	-1.5	-0.8	1.0	96.0	-6.0
CC(C)Cn1c(SCC(=O)NC(=O)Nc2ccc3c(c2)OCCO3)nc2ccccc2c1=O	-5.4	-0.3	-5.9	4.0	6.7	-0.5	-12.5	102.0	-3.9
O=C(/C=C/Nc1ccccc1O)c1ccco1	-2.5	1.6	-10.6	-17.0	11.3	0.1	13.2	82.0	-2.7
CCCN1CCC(NC(=O)Nc2cccc3ccccc23)CC1	-10.0	-0.6	-21.3	15.0	-25.0	1.0	1.5	108.0	-4.5
Cc1ccc(Cl)cc1N1CCN(C(=O)c2cccc3c(=O)c(C)c(-c4ccccc4)oc23)CC1	.	.	-0.1	0.0	26.8	.	-8.7	98.0	-3.6
O=C(Cn1cnc([N+](=O)[O-])n1)N/N=C/c1cccc(Cl)c1	-0.5	0.3	-2.2	-3.0	-6.1	0.2	0.1	91.0	-4.4
O=C(Cn1ncc2c3ccccc3n(Cc3ccccc3F)c2c1=O)NCCCN1CCCC1=O	-7.4	1.9	-2.1	-2.0	-9.5	0.0	-7.2	98.0	-9.1
COCc1cc(C)c2c(N)c(C#N)sc2n1	-8.0	-0.6	3.0	13.0	5.0	-0.8	-9.1	104.0	4.3
CCCc1cc(=O)[nH]c(SCC(=O)c2[nH]c(C)c(C(=O)OCC)c2C)n1	0.2	0.2	-8.1	-5.0	17.1	-1.1	-7.3	91.0	6.7
CCOC(=O)N(NC(=O)C(O)(CC(C)C)CC(C)C)c1ccccc1	-11.7	-0.3	0.6	0.0	9.3	-0.5	-6.6	107.0	-4.2
O=C(NCc1ccc(N2CCCC2=O)cc1)Nc1cccc2ccccc12	-6.2	1.2	-7.2	-9.0	5.0	0.0	3.9	-1.0*[inhibitor]	-2.3
O=C(Nc1ccccn1)C1CCN(c2ncnc3c2nc2n3CCCCC2)CC1	-7.1	7.2	-3.7	-5.0	18.9	2.8	-11.2	94.0	-5.9
O=C(Cc1ccccc1)Nc1cccc(NC(=O)c2ccccc2)c1	-11.8	-0.7	4.4	1.0	-2.1	-1.2	2.4	101.0	-6.1
O=C1C=CN2CCCC2CC1 (stereo unspecified)	-2.8	0.7	.	.	.	1.2	.	.	-2.3

3 entries from above in another layout:
molecule,OXTR potentiator,V1aR counter,GPR7 antag,MEKK2mut PB1 HTS,NALP1 yeast inh,OXTR agonist,M18AAP inhibitor,MEKK2 WT-MEK5,GalR3 antag
CCCN1CCC(NC(=O)Nc2cccc3ccccc23)CC1,-10.0,-0.6,-21.3,15.0,-25.0,1.0,1.5,108.0,-4.5
Cc1ccc(Cl)cc1N1CCN(C(=O)c2cccc3c(=O)c(C)c(-c4ccccc4)oc23)CC1,.,.,-0.1,0.0,26.8,.,-8.7,98.0,-3.6
O=C(Cn1cnc([N+](=O)[O-])n1)N/N=C/c1cccc(Cl)c1,-0.5,0.3,-2.2,-3.0,-6.1,0.2,0.1,91.0,-4.4

Other entries
SMILES	OXTR potentiator	V1aR counter	GPR7 antag	MEKK2mut PB1 HTS	NALP1 yeast inh	OXTR agonist	M18AAP inhibitor	MEKK2 WT-MEK5	GalR3 antag
O=C(CSc1nnc(CNc2ccc(F)cc2)o1)N1CCN(C(=O)c2ccco2)CC1	-2.3	0.8	-8.3	-9.0	13.5	0.9	-1.3	93.0	-8.2
COc1cc(NC(=O)COc2cccc(C)c2C)ccc1NC(=O)c1ccco1	-5.4	1.2	-19.4	-6.0	26.4	-1.7	-1.9	97.0	13.8*
O=C(CSc1nnc(C2CCCCC2)n1Cc1ccccc1)NCc1ccco1	-1.3	-0.1	2.4	1.0	10.2	-1.5	-1.7	95.0	-4.5
Cc1cc(C)n(/N=C/c2cccs2)c(=O)c1C#N	-5.2	0.5	-12.0	1.0	28.8	-1.2	0.4	103.0	-2.8
CCSc1nnc(NC(=O)Cn2cnc3ccccc3c2=O)s1	-3.7	1.1	-7.9	-11.0	6.8	-0.2	-3.4	82.0	1.7
CCc1ccc(Oc2nnnn2-c2ccc(C(N)=O)cc2)cc1	-4.6	0.2	3.4	0.0	3.4	-0.8	-2.6	98.0	-5.7
Cc1nc(CC(=O)Nc2nc(-c3ccccc3)cs2)cs1	-4.9	2.3	-10.5	13.0	11.4	-0.4	-2.4	108.0	-6.6
O=C(CN1CCOCC1)N1CCc2ccccc2C(c2ccccc2)C1 (stereo unspecified)	7.3	0.2	4.2	4.0	19.1	1.0	-1.3	102.0	-3.7
O=C(NCC(=O)N(c1cccnc1)C(C(=O)NC1CCCC1)c1ccccc1F)c1ccco1 (stereo unspecified)	0.2	0.4	-4.3	-1.0	-7.5	0.1	-3.6	97.0	.
CC(C)C12CN(C(=O)c3ccccc3[N+](=O)[O-])CC(C(C)C)(CN(C(=O)c3ccccc3[N+](=O)[O-])C1)C2=O	5.8	-1.4	7.7	-30.0	.	-2.8	-1.1	84.0	0.2
N#Cc1c(SCC(=O)O)nc(N2CCCCC2)c2c1CCCC2	-11.8	12.0	-11.4	11.0	-5.3	-1.6	1.2	105.0	-6.8
O=S(=O)(c1cccc(NC(=S)N2CCN(c3cccc(Cl)c3)CC2)c1)C(F)F	-16.6	8.0	-6.9	2.0	20.6	9.9	4.0	117.0	-6.2
N/C(=N\c1nc(CSc2nnnn2-c2ccccc2)cc(=O)[nH]1)Nc1ccccc1	-9.2	0.3	-4.0	1.0	12.6	-0.8	11.6	100.0	-5.6
CCOC(=O)C1[C@H]2C(=O)N(C(C)c3ccc(OC)cc3)C[C@]23C=C[C@H]1O3 (stereo partly specified)	-1.6	0.4	-13.7	-2.0	-0.3	0.3	-2.6	99.0	-5.1
CC1CCN(C(=O)C(NS(=O)(=O)c2cccc3nsnc23)C(C)C)CC1 (stereo unspecified)	-2.5	1.3	2.9	-1.0	5.0	0.0	-3.1	95.0	-8.2
CC(C)Nc1nnc(SCC(=O)c2c(N)n(Cc3ccccc3)c(=O)n(C)c2=O)s1	-6.3	0.0	3.5	6.0	3.0	-0.3	-1.2	99.0	1.6
O=C1CN(Cc2ccccc2)C(=NCc2ccco2)S1	-12.6	-1.1	3.0	1.0	.	-1.5	-7.2	97.0	-1.9
COc1ccc(OCCCC(=O)OCC(=O)Nc2ccc(Cl)cn2)cc1	-8.2	4.2	.	.	.	2.2	.	.	-4.9
